Screens as filed in PubChem.
APEX1 inh: APE1 (human) endonuclease inhibition; recombinant APE1, TAMRA/BHQ-2 abasic DNA cleavage fluorescence; Potency, µM (highest dose often 65.8 µM), for the others: at the highest dose activity change, negative = inhibition, hits mostly inhibitors; 0.35% of 350,000 active;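 further: potency means the concentration at half of the fitted maximal effect; plate controls were vehicle for no effect and reference inhibitor for full effect; nearly all actives have a fitted effect of over 55% in size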
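Readout is kinetic fluorescence (ex 525, em 598 nm) from cleavage of 50 nM TAMRA/BHQ-2 THF abasic duplex by 0.75 nM APE1, compound added 15 min beforehand at RT.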
POLK inh: DNA polymerase kappa (human) inhibition; Q9UBT6; 0.53% of 400,000 active; AID 588579; Potency, µM (highest dose often 107 µM), inactives show at the highest dose activity, negative = inhibition, actives largely listed as inhibitors; purified Pol kappa, fluorescent DNA synthesis assay, 10 min; further: potency means the concentration at half of the fitted maximal effect; on the % scale 0 is the no-effect control and ±100 the full control effect
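Pol kappa 10 nM + cpd, 15 min RT; start w/ substrate 50 nM final; fluorescence kinetic read, 0 and 10 min. Neg ctrl: buffer, no enzyme.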
BLM helicase inh: Bloom syndrome helicase (human) inhibition; Potency, µM (series often up to 56.1 µM), for inactives: at the top dose activity change, negative = inhibition, actives largely listed as inhibitors; 0.2% of 350,000 active; AID 2528; recombinant BLM DNA unwinding, fluorescence dequenching;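 further: potency means the concentration at half of the fitted maximal effect; plate controls were vehicle for no effect and no enzyme for full effect; nearly all actives have a fitted effect of over 35% in size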
Target sequence (P54132 whole entry, looked up): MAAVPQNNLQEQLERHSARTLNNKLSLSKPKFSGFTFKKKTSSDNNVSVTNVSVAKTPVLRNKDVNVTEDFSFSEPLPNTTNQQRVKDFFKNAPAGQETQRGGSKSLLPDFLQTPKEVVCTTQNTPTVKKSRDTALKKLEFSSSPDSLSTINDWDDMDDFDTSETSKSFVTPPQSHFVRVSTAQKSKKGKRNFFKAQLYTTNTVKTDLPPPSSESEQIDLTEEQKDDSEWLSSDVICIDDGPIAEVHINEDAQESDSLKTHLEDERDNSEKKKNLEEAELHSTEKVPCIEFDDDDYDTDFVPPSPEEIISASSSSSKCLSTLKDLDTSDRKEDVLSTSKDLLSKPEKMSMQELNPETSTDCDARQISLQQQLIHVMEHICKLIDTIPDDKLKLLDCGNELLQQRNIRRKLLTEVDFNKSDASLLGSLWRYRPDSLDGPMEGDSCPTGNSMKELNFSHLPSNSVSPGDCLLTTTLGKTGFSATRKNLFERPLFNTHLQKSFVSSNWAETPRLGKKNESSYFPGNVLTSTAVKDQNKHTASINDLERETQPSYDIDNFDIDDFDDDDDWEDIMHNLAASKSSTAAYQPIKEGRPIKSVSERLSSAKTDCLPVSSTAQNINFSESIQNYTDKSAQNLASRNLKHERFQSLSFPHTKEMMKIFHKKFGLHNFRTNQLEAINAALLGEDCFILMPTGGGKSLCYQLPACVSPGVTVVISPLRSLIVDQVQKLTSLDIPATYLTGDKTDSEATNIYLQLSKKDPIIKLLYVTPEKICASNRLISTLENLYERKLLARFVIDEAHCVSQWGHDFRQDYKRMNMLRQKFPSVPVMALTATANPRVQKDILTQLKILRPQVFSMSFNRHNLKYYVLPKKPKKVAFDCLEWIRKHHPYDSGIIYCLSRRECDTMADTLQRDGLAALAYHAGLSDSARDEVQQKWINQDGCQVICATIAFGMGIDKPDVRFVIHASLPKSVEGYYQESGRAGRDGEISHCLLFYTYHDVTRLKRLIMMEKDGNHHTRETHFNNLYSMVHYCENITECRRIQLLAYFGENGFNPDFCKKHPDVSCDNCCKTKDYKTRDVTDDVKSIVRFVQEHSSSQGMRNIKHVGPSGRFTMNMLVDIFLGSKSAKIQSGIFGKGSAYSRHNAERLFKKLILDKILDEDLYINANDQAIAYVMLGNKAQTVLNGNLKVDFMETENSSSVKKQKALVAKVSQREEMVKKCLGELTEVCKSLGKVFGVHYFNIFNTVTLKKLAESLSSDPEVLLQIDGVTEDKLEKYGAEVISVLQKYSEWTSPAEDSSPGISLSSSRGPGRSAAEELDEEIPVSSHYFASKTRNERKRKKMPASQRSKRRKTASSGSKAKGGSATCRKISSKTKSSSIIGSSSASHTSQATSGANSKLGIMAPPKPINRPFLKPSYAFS
Pol eta inh: inhibitors of human DNA polymerase eta; Potency, µM (top dose mostly 114 µM), without a hit: top-dose activity change, negative = inhibition, actives largely listed as inhibitors; 1.2% of 390,000 active; recombinant Pol eta, fluorescent DNA replication assay; AID 588591; Q9Y253; further: potency means the concentration at half of the fitted maximal effect; on the % scale 0 is the no-effect control and ±100 the full control effect
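Pol eta at 10 nM preincubated with compounds 15 min at room temperature; reaction started with fluorescent substrate (50 nM final) and read kinetically at 0 and 10 min.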
RXFP1 antag: blocks the human relaxin receptor RXFP1 | Q9HBX9 | HEK293-RXFP1, relaxin-stimulated cAMP HTRF, 30 min; hits give low values | activity change, negative = inhibition, % at 57.5 µM | 0.59% of 350,000 active;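 active means activity change of -60% or lower, but not beyond a set lower limit; inconclusive means change between -60% and -40%, or beyond the set limit; inactive means change above -40%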; further: on the % scale 0 is the no-effect control and ±100 the full control effect
POLB inh: inhibitors of human DNA polymerase beta; P06746; Pol beta primer extension/strand displacement, fluorescence kinetic; Potency, µM (series often up to 114 µM), without a hit: at the highest dose activity change, negative = inhibition, actives largely listed as inhibitors; 1.3% of 340,000 active; further: potency means the concentration at half of the fitted maximal effect; on the % scale 0 is the no-effect control and ±100 the full control effect
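Homogeneous kinetic assay of primer extension and strand displacement by 10 nM Pol beta, preincubated 15 min at room temperature with compound before 50 nM substrate (final) was added. Read at 0 and 10 min; four-parameter Hill fit.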
Anesthetic bind: binds horse apoferritin like a general anesthetic; 0.074% of 350,000 active; apoferritin/1-aminoanthracene competitive binding, fluorescence; P02791; Potency, µM (doses to about 77.5 µM), for inactives: at the top dose activity change, negative = displacement, hits mostly inhibitors; further: potency means the concentration at half of the fitted maximal effect; on the % scale 0 is the no-effect control and ±100 the full control effect; nearly all actives have a fitted effect of over 20% in size
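Steps: apoferritin (10 uM) was premixed with half-saturated 1-AMA in PBS, compounds were pin-transferred, plates stood 10 min at room temperature, fluorescence was read at 380/535 nm, and curves were fitted with a Hill equation.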
PGK inhibitor: blocks T. brucei phosphoglycerate kinase; P07378; 0.043% of 380,000 active; PGK/GAPDH coupled, Kinase-Glo luminescence, 60 min; AID 602233; Potency, µM (series often up to 57.5 µM), inactives show top-dose activity change, negative = inhibition, actives largely listed as inhibitors; further: potency means the concentration at half of the fitted maximal effect; on the % scale 0 is the no-effect control and ±100 the full control effect; nearly all actives have a fitted effect of over 60% in size
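Luminescent ATP detection (Kinase-Glo Plus) follows a 60-minute room-temperature incubation, with wells lacking PGK as controls. Buffer: 100 mM TEA (pH 7.6), 5 mM MgCl2, 0.01% Tween-20. Coupling enzyme GAPDH (100 nM final) supplies unstable 1,3-BPG in-well.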
POLI inh: blocks human DNA polymerase iota activity; Pol iota fluorescent replication assay, 10 min; Potency, µM (doses to about 115 µM), inactives show at the highest dose activity, negative = inhibition, usual class: inhibitors; 1% of 390,000 active; AID 588590; further: potency means the concentration at half of the fitted maximal effect
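Pol iota at 10 nM preincubated 15 min with compounds at room temperature; reaction started with fluorescent substrate, 50 nM final. Fluorescence read kinetically at 0 and 10 min; buffer-only wells as negative control.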
* marks the source's active call; other numbers are inactive results; i = inactive; ? = inconclusive; . = not tested or not shown; [ ] = dose if it differs, or a comment. Unless noted, the call rests on the fitted dose curve; in most records, active means well fitted curve in the direction sought with a large enough effect; inconclusive means small, poorly fitted or top-dose-only effect, or another doubt; inactive means no such curve, though single readings can be large; an effect the other way counts as inactive or inconclusive. A portion of the library. The share of hits here may be higher or lower than overall.

#	mol	APEX1 inh	POLK inh	BLM helicase inh	Pol eta inh	RXFP1 antag	POLB inh	Anesthetic bind	PGK inhibitor	POLI inh
1	Cc1c(C(=O)NCC2CCCO2)oc2ccc(Br)cc12 (stereo not given)	21%	-9%	.	-11%	-3	.	.	-3%	13%
2	CC(C)(C)n1nc2c(c1NC(=O)c1c(F)cccc1F)CS(=O)(=O)C2	28%	-3%	-4%	-14%	1	12%	3%	-7%	39%[activator]
3	CCN(CC(=O)NCc1cccs1)C(=O)c1ccc(S(=O)(=O)Nc2ccccc2OC)cc1	19%	-4%	.	-7%	-7	.	.	-6%	13%
4	CCN(CC)CC(=O)c1c[nH]c2ccc(C)cc12	?	-6%	1%	5%	-5	27%	-9%	-2%	18%
5	Cc1ccccc1Nc1nc(N)nc(COC(=O)[C@@H](NC(=O)c2ccccc2Cl)C(C)C)n1	-7%	-3%	.	-14%	-12	.	.	6%	23%
6	Cc1cc(C)cc(-n2c(SCC(=O)N3CCCCC3)nc3c([nH]c4ccccc43)c2=O)c1	.	-4%[60.1 µM]	-4%	4%	.	26%	-3%	1%	13%
7	CC(=O)Nc1ccc(N/C=C/C(=O)c2ccc(Cl)cc2)cc1	21%	-13%	-13%	1%	-8	8%	-8%	2%	132%[activator]
8	COc1cc(/C=C/C(=O)OCC(=O)NCCc2ccccc2)cc(OC)c1OC	-5%	2%	-1%	-20%	-8	-8%	-17%	i	66%[activator]
9	Cc1nn(CCC(=O)O)c2nc(-c3cccnc3)cc(C(F)(F)F)c12	?	4%	2%	-9%	-24	-1%	-4%	i	-10%
10	CCOC(=O)c1ccc(S(=O)(=O)NCC(c2ccc(N(C)C)cc2)c2c[nH]c3ccccc23)cc1 (stereo not given)	6%	-4%	-15%	-26%	-12	2%	-9%	-6%	81%[activator]
11	CCCOc1ccccc1/C=C(\C#N)C(=O)Nc1cccc(C)n1	55%[activator]	-8%	-7%	-11%	-23	1%	-7%	-3%	49%[activator]
12	COc1ccc(O)c(CN2CCN(CCc3ccccc3)C(CCO)C2)c1 (stereo not given)	3%	-6%	2%	-12%	-1	16%	-11%	17%	90%[activator]
13	COc1ccc(-c2nc(CS(=O)(=O)CC(=O)NCc3ccc4c(c3)OCO4)c(C)o2)cc1	-14%	-6%	-5%	-8%	4	1%	-22%	3%	-19%
14	COc1ccc(C(=O)N=C2SC3CS(=O)(=O)CC3N2Cc2ccc(F)cc2)cc1 (stereo not given)	-17%	-9%	-6%	0%	-24	1%	-3%	7%	-6%
15	O=c1[nH]sc2ccccc12	3%	0%	1%	-2%	?	0%	1%	-3%	25µM*
16	Cc1cc(C)n(Cc2ccc(Cl)nc2)n1	0%	-16%	-6%	?	-14	29%	-7%	-5%	80%[activator]
17	CCOc1ccccc1N1CC(O)=C(c2nc3ccccc3s2)C1=N	-2%	-11%	-6%	-14%	-1	4%	-7%	-5%	15%
18	O=C(NCCCc1ccc(F)cc1)C1CCC(=O)N(CCCN2CCCC2=O)C1 (stereo not given)	-9%	5%	0%	-19%	2	-3%	33%[activator]	-10%	6%
19	Cc1ccc(C)c(OCCC(=O)OCC(=O)NCc2ccccc2)c1	-11%	-10%	.	-23%	0	.	.	0%	64%[activator]
20	CCCCNC(=O)c1ccc2c(c1)N(C)C(=O)c1ccccc1S2	4%	1%	-3%	-5%	10	13%	-16%	.	0%
21	CCc1ccc(S(=O)(=O)Nc2cc3c(C(=O)OCc4ccccc4)c(C)oc3c3ccccc23)cc1	.	-2%	-7%	-26%	-1	-1%	-4%	-7%	54%[activator]
22	CC(=O)Nc1ccc(S(=O)(=O)n2cnc3ccccc32)cc1	1%	2%	-8%	-8%	-1	-2%	-11%	-4%	-4%
23	CCc1ccc(CNC(=O)Cn2c(-c3cccs3)cc3cc(F)ccc32)cc1	.	-2%	-4%	-13%	.	9%	13%	-3%	55%[activator]
24	CCCCCCNC(=O)C(=O)NCCc1ccc(Cl)cc1	13%	-5%	-4%	-18%	4	12%	-5%	i	53%[activator]
25	Cc1cccc(C)c1-n1nnnc1SCC(=O)N1CCNC1=O	4%	-18%	.	-8%	-6	.	.	-5%	-5%
26	CCn1c(SCC(=O)Nc2sc3c(c2C#N)CCCC3)nnc1-c1ccncc1	5%	2%	-5%	-13%	-2	8%	6%	i	-17%
27	CCn1c(SCC(=O)NCc2ccccc2)nnc1C(CO)NC(=O)c1ccccc1 (stereo not given)	9%	8%	-2%	5%	4	82%	-4%	-4%	-11%
28	CN1C(=O)/C(=N/OC(=O)c2ccccc2)c2ccccc21	12%	-21%	-1%	?	-21	1%	?	-6%	24%
29	O=C(O)c1cccc(S(=O)(=O)Nc2cccc(S(=O)(=O)N3CCCC3)c2)c1	-17%	-13%	.	?	3	.	.	i	-17%
30	COC(=O)c1sccc1NC(=S)N1CCN(C)CC1	-1%	2%	-12%	-16%	-4	9%	-6%	-5%	21%
31	COc1ccc2[nH]cc(C(=O)CN3CCN(C4CCCCC4)CC3)c2c1	0%	-11%	4%	-7%	-13	-1%	-7%	0%	7%
32	Clc1ccc(OCc2nnc3n2CCCCC3)c(Cl)c1	-3%	7%	4%	-2%	4	8%	-11%	i	?
33	CCOc1ccc(NC(=S)Nc2cccnc2)cc1	1%	-3%	-4%	-9%	-19	-1%	-3%	-7%	91%[activator]
34	NC(=O)c1ccc(NC(=O)COc2ccc(-n3cnnn3)cc2)cc1	3%	?	.	-18%	5	.	.	0%	?
35	COc1ccc(Cn2c(CO)cnc2SCC(=O)Nc2ccc3c(c2)OCCO3)cc1	.	-3%[60.1 µM]	3%	-1%	.	-2%	-9%	-1%	10%
36	CC1=CC(C)C(/C=N/n2cnnc2)C(C)C1 (stereo not given)	-5%	-4%	0%	-12%	-16	25%	-8%	i	0%
37	O=C(CNC(=S)N(Cc1ccccc1)Cc1cccnc1)NCCN1CCOCC1	7%	-7%	-2%	-3%	-17	55%[activator]	-6%	1%	55%[activator]
38	COc1ccc(S(=O)(=O)NNC(=O)c2csc(-n3nc(C)cc3C(F)(F)F)n2)cc1OC	3%	-12%	4%	-8%	7	?	-1%	-6%	15%
39	COC(=O)c1ccc(C)c(N(CCO)CCO)c1	8%	-4%	1%	-14%	15	23%	-4%	21%	20%
40	CCN(CC(=O)NCc1ccc(F)cc1)c1ccc(S(C)(=O)=O)cc1[N+](=O)[O-]	?	-6%	-1%	-6%	7	6%	1%	7%	73%[activator]
41	O=C(CSc1cccs1)Nc1ccc2ccccc2c1	7%	-7%	-4%	-20%	-9	4%	?	-1%	-3%
42	Cc1cc2oc(C(=O)Nc3cccc(-c4nc5ccccc5o4)c3)c(C)c2cc1C	.	5%	1%	-2%	.	15%	55%[activator]	-9%	-22%
43	O=C(CCCOc1ccccc1)N1CCN(c2ccccc2)CC1	2%	-1%	-3%	-17%	-9	4%	-18%	i	2%
44	CC(=O)NCC(=O)OCC(=O)c1ccccc1	4%	0%	-8%	-12%	-3	0%	-17%	.	36%[activator]
45	Cc1nc(NNC(=O)c2ccccc2)cc(-c2ccccc2)n1	12%	-1%	2%	-4%	-13	23%	-8%	-2%	-1%
46	Cc1c(NC(=O)CSc2nnc(C(C)N(C)C)n2-c2ccccc2)c(=O)n(-c2ccccc2)n1C (stereo not given)	.	-2%	.	-9%	6	.	.	4%	10%
47	Cc1cc(C)c(C)c(OCC(=O)N2CCN(c3ccccn3)CC2)c1	1%	-15%	-1%	-6%	-11	13%	-9%	-6%	-1%
48	Cc1ccc(C)c(S(=O)(=O)NCc2ccc(C(=O)N3CCN(C)CC3)cc2)c1	-7%	-7%	-8%	-16%	24	5%	1%	4%	3%[58.9 µM]
49	CCOC(=O)N1CCC(NC(=O)CN(c2ccc(C(C)C)cc2)S(=O)(=O)c2c(C)nn(C)c2C)CC1	-1%	0%	-1%	7%	-3	0%	-17%	9%	7%
50	CCCN1C2CCCC1CC(NC(=O)c1cccc(Cl)c1)C2 (stereo not given)	-8%	-10%	-1%	-14%	-3	7%	-6%	-5%	121%[activator]
51	O=C(Nc1cccnc1)c1ccc(COCC(F)(F)F)cc1	4%	-2%	1%	-2%	-21	-5%	-4%	.	31%[activator]
52	O=C(CSc1nnc(Cc2ccccc2)n1Cc1ccccc1)NCc1ccco1	17%	-5%	2%	-20%	1	-6%	39%[activator]	-7%	?
53	C/C(=N\Nc1nc(C)cc(-c2ccccc2)n1)c1ccccc1	6%	-1%	-9%	-14%	-29	61%	0%	-13%	100%[activator]
54	N#CC1(NC(=O)COC(=O)CSc2ccc(F)cc2)CCCCC1	5%	-14%	.	-11%	-12	.	.	-5%	-1%
55	COc1ccc(S(=O)(=O)Nc2ccc(O)c3ccccc23)cc1	3%	-7%	0%	-17%	-3	8%	-19%	0%	20µM*
56	O=C(CN1CCN(S(=O)(=O)c2ccc(Br)s2)CC1)NC1CCCCC1	.	0%	.	-15%	-5	.	.	i	9%
57	Cc1ccc2c(c1)c(C)c(C)n2CC(O)Cn1nc(C)cc1C (stereo not given)	?	-20%	-3%	0%	-4	26%	?	-2%	8%

A different layout for some results above.
item	APEX1 inh	POLK inh	BLM helicase inh	Pol eta inh	RXFP1 antag	POLB inh	Anesthetic bind	PGK inhibitor	POLI inh	structure
21	.	-2%	-7%	-26%	-1	-1%	-4%	-7%	54%[activator]	CCc1ccc(S(=O)(=O)Nc2cc3c(C(=O)OCc4ccccc4)c(C)oc3c3ccccc23)cc1
22	1%	2%	-8%	-8%	-1	-2%	-11%	-4%	-4%	CC(=O)Nc1ccc(S(=O)(=O)n2cnc3ccccc32)cc1
